Screening data as filed in PubChem.
UBC13 inh – blocks human UBC13 polyubiquitin chain formation; TR-FRET; inhibition, % at 20 µM; 330,000 tested, 0.47% active; in the data active means inhibition above about 45%, passing the limit was not always enough
Target sequence (P61088 whole entry, looked up): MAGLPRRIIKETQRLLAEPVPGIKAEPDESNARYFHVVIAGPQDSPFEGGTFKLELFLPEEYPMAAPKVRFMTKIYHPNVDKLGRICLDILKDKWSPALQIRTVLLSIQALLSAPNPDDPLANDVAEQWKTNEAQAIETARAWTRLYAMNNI
SENP1 inh – SENP1 (human) catalytic domain inhibition; inhibition, % at 10 µM; recombinant SENP1 catalytic domain, CyPet-SUMO1-YPet FRET cleavage; 360,000 tested, 0.21% active; Q9P0U3;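 active means inhibition at least 30% at 10 µM, raw YFP signal under a set limit, fluorescence ratio 0.5 to 1.5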;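 further: 0% = enzyme with DMSO and 100% = no enzyme wells; some results filed as inactive read as strong as hits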
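System: Recombinant human SENP1 catalytic domain, His6-tagged | Incubation: Enzyme reaction for 50 min at room temperature, dark | Medium: Tris pH 8 with BME, BSA, NP40 and catalase | Also added: 25 nM SUMO1 FRET substrate | Compound: 10 µM single point, 0.5% DMSO | Measured by: FRET fluorescence in CFP and YFP emission channels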
SENP8 block-1 – blocks human SENP8 cleavage of Nedd8 substrate. Q96LD8. recombinant SENP8, Nedd8 substrate fluorescence. AID 602440. 360,000 tested, 0.64% active. inhibition, % at 20 µM; in the data active means inhibition mostly above about 40%, no sharp cut-off; inactive means mostly below about 27%
HKDC1 inhibitor – inhibitors of human hexokinase HKDC1 | AID 493160 | Q2TB90 | inhibition, % at 20 µM | recombinant HKDC1, G6PDH/diaphorase resazurin coupled fluorescence | 340,000 tested, 0.16% active;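 active means inhibition above about 35% when tested at 20 µM, limit read from the data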;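 further: plate controls were DMSO wells with enzyme for no effect and DMSO wells lacking enzyme for full effect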
Target sequence (Q2TB90 whole entry, looked up): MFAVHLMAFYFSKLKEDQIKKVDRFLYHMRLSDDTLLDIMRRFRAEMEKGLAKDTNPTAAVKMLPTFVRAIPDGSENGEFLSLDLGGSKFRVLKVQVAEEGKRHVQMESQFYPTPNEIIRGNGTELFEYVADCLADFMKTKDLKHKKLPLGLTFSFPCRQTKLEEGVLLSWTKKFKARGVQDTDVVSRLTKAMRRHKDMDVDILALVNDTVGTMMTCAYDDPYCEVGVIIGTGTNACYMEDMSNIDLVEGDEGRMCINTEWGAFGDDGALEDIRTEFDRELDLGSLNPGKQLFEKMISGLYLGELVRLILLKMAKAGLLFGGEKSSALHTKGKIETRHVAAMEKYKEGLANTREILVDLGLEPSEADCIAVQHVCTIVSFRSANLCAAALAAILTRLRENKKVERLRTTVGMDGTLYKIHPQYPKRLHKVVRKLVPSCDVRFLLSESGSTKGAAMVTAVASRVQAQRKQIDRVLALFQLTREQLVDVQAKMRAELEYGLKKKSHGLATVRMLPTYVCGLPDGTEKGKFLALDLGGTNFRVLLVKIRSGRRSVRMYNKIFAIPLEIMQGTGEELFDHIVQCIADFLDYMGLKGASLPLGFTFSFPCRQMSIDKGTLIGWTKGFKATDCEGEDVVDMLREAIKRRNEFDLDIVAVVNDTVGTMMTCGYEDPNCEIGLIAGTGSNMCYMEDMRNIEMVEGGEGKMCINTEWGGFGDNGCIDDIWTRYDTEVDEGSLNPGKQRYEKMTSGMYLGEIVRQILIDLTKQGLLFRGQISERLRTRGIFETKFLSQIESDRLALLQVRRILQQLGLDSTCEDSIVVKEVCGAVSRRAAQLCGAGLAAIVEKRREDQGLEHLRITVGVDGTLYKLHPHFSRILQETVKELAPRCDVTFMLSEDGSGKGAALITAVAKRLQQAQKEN
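Incubation: 90 min at room temperature in dark / Material: recombinant HKDC1 (HK5) hexokinase enzyme, produced in-house / Quantity: enzyme 5 µg/mL final / Compound: one dose of 20 µM, 1% DMSO / Reagent: glucose and ATP substrates / Buffer or medium: Tris pH 8.0 buffer with MgCl2, Tween-20, BSA, BME / Technique: resorufin fluorescence at 613 nm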
SENP7 block – SENP7 protease inhibition. Q9BQF6. recombinant SENP7, Z-RLRGG-aminoluciferin luminescence, 40 min. inhibition, % at 5 µM. 330,000 tested, 1.5% active;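 active means inhibition above about 50% at the single test dose, limit read from the data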;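 further: plate controls were DMSO with enzyme for no effect and no enzyme buffer wells for full effect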
beta cell repl – induces beta-cell replication in MIN6 cells | MIN6 cells proliferation, ATPlite luminescence, 48 h; cells starved in 0.2% serum; 100% = growth in 10% serum | proliferation, % at 10 µM | 330,000 tested, 0.29% active;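 active means compounds whose signal lies at least 3.5 SD above the mean of all wells on their plate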;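 further: 0% = DMSO-treated cells in low-serum medium and 100% = 10% serum control; some compounds called inactive have numbers as strong as hits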
PfG6PD inh – PfG6PD (Plasmodium falciparum) enzyme inhibition | PfGluPho enzyme, NADPH resazurin-diaphorase fluorescence | inhibition, % at 20 µM | 350,000 tested, 0.78% active;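 active means inhibition reaching at least a set limit at 20 µM in the primary screen, cut at about 59% in these data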;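 further: 0% = DMSO wells with substrate and 100% = DMSO wells lacking glucose-6-phosphate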
SENP6 inh – inhibitors of human SENP6 protease. Q9GZR1. Recombinant SENP6 catalytic domain, aminoluciferin luminescence. inhibition, % at 10 µM. 330,000 tested, 1.8% active. AID 2599;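 active means inhibition above about 50% at the single tested dose, limit read from the data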;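 further: plate controls were DMSO wells with enzyme for no effect and DMSO wells lacking enzyme for full effect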
SENP8 block-2 – inhibitors of human SENP8 protease; Q96LD8; purified SENP8, Z-RLRGG-aminoluciferin cleavage, luminescence; inhibition, % at 10 µM; 330,000 tested, 1.2% active; AID 2540; in the data active means inhibition above about 50%
* marks the source's active call; other numbers are inactive results; x = not tested or not shown.

SMILES | UBC13 inh | SENP1 inh | SENP8 block-1 | HKDC1 inhibitor | SENP7 block | beta cell repl | PfG6PD inh | SENP6 inh | SENP8 block-2
CC(C)N=C(NS(=O)(=O)c1cccs1)c1ccccc1 | -8 | 0 | 8 | 2 | 7 | -4 | -6 | -13 | -7
CCOCCCNC(=O)C(c1ccc(C)cc1)N(Cc1cccs1)C(=O)CNC(C)=O (stereo not drawn) | -5 | 3 | 1 | 0 | 0 | -3 | -10 | -2 | -2
COc1ccc(NC(=O)C(Sc2nnc(-c3ccncc3)n2-c2ccccc2C)c2ccccc2)cc1Cl (stereo not drawn) | -2 | -1 | 19 | -3 | 3 | 0 | 16 | 16 | 1
Cc1ccc(Cl)cc1C1=CC(=O)C[C@H](c2ccc(F)cc2)C1 | -7 | 1 | 6 | -3 | 6 | -7 | 1 | -4 | 0
CN(CC(=O)Nc1cccc(F)c1)C(=O)c1cc2c(s1)CCCCC2 | 0 | 1 | 5 | 1 | 1 | -6 | 0 | -11 | 0
COc1ccc(NN=Nc2ccc([N+](=O)[O-])cc2)cc1 | -9 | -26 | 2 | 0 | 37 | -1 | -5 | 4 | -11
Cc1cc(-c2ccccc2)nc(Cl)c1C#N | 5 | -1 | -31 | -4 | 5 | -1 | 0 | -4 | -6
CC1(C)NC(=O)N(CCSc2ccc(Cl)cc2)C1=O | 0 | 2 | 12 | 0 | 2 | 0 | 15 | -3 | 2
COc1ccc(Cl)cc1NC(=O)COC(=O)c1ccc(Cl)nc1 | 9 | -2 | -12 | -3 | -1 | -3 | 11 | 10 | -2
CCOc1cccc(Oc2ncccc2C(=O)/C(C#N)=C/N(C)C)c1 | 8 | 2 | 10 | -7 | 0 | -1 | 0 | -8 | -2
Cc1ccc(OCc2n[nH]c(=S)n2-c2ccccc2)cc1C | -1 | -2 | 3 | 2 | 0 | -2 | 11 | 9 | 6
CN(CC(=O)Nc1ccccc1C(F)(F)F)Cc1c(O)ccc2ccccc12 | -1 | -9 | -39 | 20 | -3 | 0 | 33 | -8 | -2
O=C(CNc1ccccc1N1CCCC1=O)Nc1cc(C(F)(F)F)ccc1-n1cncn1 | -2 | -1 | 6 | 2 | 2 | 3 | -16 | -4 | 6
O=C(NCCc1cccc(Cl)c1)c1ccc(OC2CCN(Cc3ccccn3)CC2)cc1 | 4 | -14 | 5 | 0 | -3 | -2 | 11 | 4 | -3
Cc1ccc(NC(=O)C2CCN(S(=O)(=O)c3ccc4c(c3)NC(=O)C(C)S4)CC2)cc1C (stereo not drawn) | 3 | 1 | 0 | 6 | -6 | -7 | 16 | -10 | 3
Cc1ccc(C)c(Cn2c(C(C)O)nc3ccccc32)c1 (stereo not drawn) | -7 | 1 | 5 | -1 | -6 | 0 | -1 | 5 | 6
CCOC(=O)C1=C(COC(=O)CNC(=O)c2ccc(Cl)cc2Cl)NC(=O)NC1C (stereo not drawn) | 2 | 2 | 3 | -4 | -2 | 0 | 3 | -1 | 2
CCC(C)NCCOCCOc1ccc(Cl)cc1Br (stereo not drawn) | 5 | 2 | 21 | 2 | 5 | -1 | -1 | -5 | 7
O=C(/C=C(/c1ccc(Cl)cc1)n1cncn1)c1ccccc1 | 12 | -1 | 9 | -4 | 0 | 0 | 3 | -14 | -1
CC(=O)Oc1ccc2c(=O)c(-c3nc4ccccc4s3)coc2c1 | 2 | -83 | -112 | 0 | 99* | -6 | -32 | 98* | 94*
COc1ccc(Cc2nnn(CC(=O)O)n2)cc1 | -13 | 0 | 13 | 1 | 1 | 0 | 10 | -7 | 1
NS(=O)(=O)c1ccc(S(=O)(=O)N2CCN(C3CCCC3)CC2)cc1 | -6 | 0 | 11 | -4 | -8 | 0 | -4 | -21 | -11
Cc1ccc(S(=O)(=O)NC(=O)NN2CCCCCC2)cc1 | -9 | 0 | 13 | -10 | 7 | -1 | 10 | -5 | 0
O=C(O)C1=NN(c2c(F)c(F)cc(F)c2F)C(=O)CC1 | 5 | 3 | 17 | -2 | 3 | -2 | -1 | 3 | 5
O=C(Nc1nc(-c2ccccn2)cs1)C1CC(=O)N(c2ccc3c(c2)OCCO3)C1 (stereo not drawn) | -39 | -5 | 9 | 15 | -4 | -3 | -13 | -30 | -8
CCOc1ccc(NC(=S)N/N=C(\C)Cc2ccc(OC)cc2)cc1 | -8 | 2 | 7 | 13 | -1 | 0 | 14 | 8 | -18
CCCCC1NC(=S)N(C2CCCCC2)C1=O (stereo not drawn) | 13 | 3 | 9 | -4 | 6 | -1 | 2 | -1 | -2
CC(=O)c1cc2c(cc1NC(=O)c1ccc(C)cc1)OCO2 | 16 | x | x | x | -4 | 0 | x | 3 | 4
CCc1nc2c(c(=O)[nH]1)C1(CCCC1)Cc1ccccc1-2 | -2 | 3 | -20 | 16 | 1 | -1 | 17 | -7 | -7
CCN1C(=NCc2ccc(OC)cc2)N[C@@H](CCc2ccccc2)[C@H](C(=O)NCc2ccc(OC)cc2)[C@H]1C | 49* | x | x | -1 | 0 | -8 | 11 | 2 | -2
c1ccc2c(-c3[nH]ncc3CNCCCn3ncc4ccccc43)cccc2c1 | 16 | -13 | -13 | -8 | -4 | -6 | 7 | -7 | 6
Cc1cccc(NC(=O)Cn2c(O)c(N=NC(N)=S)c3ccccc32)c1 | 10 | 3 | 12 | -5 | -1 | -6 | 2 | 8 | 8
CCCCNC(=O)[C@H]1N2C(=O)c3c(ccc(OC)c3OC)C2SC1(C)C (stereo partly drawn) | 1 | -7 | -147 | -4 | 0 | -4 | -1 | -16 | -4
CCN(C(=O)COC(=O)Cc1coc2cc(C)ccc12)c1c(N)n(Cc2ccccc2)c(=O)[nH]c1=O | -6 | -8 | -11 | 2 | 3 | 2 | -24 | 4 | 7
N#CC1=C(S)N=C(N)C(c2nc(-c3ccccc3)cs2)C12CCCC2 (stereo not drawn) | -16 | -7 | 10 | 12 | 0 | -6 | 52 | -8 | -4
Cc1ccc(Oc2ncccc2/C=N/O)cc1 | -1 | 0 | 14 | -6 | 1 | -3 | 3 | 1 | 4
COc1ccc([N+](=O)[O-])cc1N(CC(O)CN1CCOCC1)S(=O)(=O)c1ccccc1 (stereo not drawn) | -2 | -1 | 7 | -6 | 5 | 0 | 3 | -7 | 3
O=C(/C=C/Nc1ccc(F)cc1Br)c1ccccc1 | -7 | -19 | -83 | -10 | 100* | 0 | 8 | 96* | 94*
CC(=O)N1c2ccc(S(=O)(=O)N3CCC(C(=O)N4CCN(c5ccccc5)CC4)CC3)cc2CC1C (stereo not drawn) | -7 | 0 | 17 | -1 | -1 | 2 | 7 | 1 | 3
O=C(NCC1COc2ccccc2O1)C1CCCN(S(=O)(=O)c2cccc3nsnc23)C1 (stereo not drawn) | -4 | -3 | 32 | 4 | 11 | -2 | 4 | -6 | 6
COc1ccc(NC(=S)NNC(=O)C(C)n2nc(C)c([N+](=O)[O-])c2C)cc1 (stereo not drawn) | -2 | 2 | 11 | -6 | 1 | -2 | -9 | -21 | -5
Cc1ccc(-c2nnn(CC(=O)NC(=O)NC3CCCCC3)n2)cc1 | 3 | 2 | 5 | -2 | -4 | 2 | 8 | -6 | -3
N/C(=N\OC(=O)CCCOc1ccccc1)c1cccc([N+](=O)[O-])c1 | -18 | 1 | 16 | -3 | -8 | 0 | 2 | 2 | -10
Cc1cccc(-c2cc3c(N=O)c4ccccc4c-3n[nH]2)c1 | -24 | 2 | 4 | -9 | 99* | -4 | 12 | 96* | 10
O=S(=O)(O)c1cccnc1SCc1ccccc1 | 1 | 2 | 13 | -7 | 1 | -1 | -8 | 0 | 2
Cc1cccc(NC(=O)CCNC(=O)c2ccccc2Cl)n1 | -14 | 1 | 5 | -6 | -12 | -3 | -1 | -14 | -9
COc1ccc(C2CC(c3ccccc3)Nc3nc(NC(=O)c4cccs4)nn32)cc1 (stereo not drawn) | -17 | -1 | -24 | 5 | -4 | -2 | 0 | 9 | -8
S=c1[nH]nc(-c2cc(-c3ccccc3)n[nH]2)n1/N=C/c1ccc(Cl)cc1 | -28 | 3 | -5 | 0 | 6 | -4 | 18 | -16 | -11
Cc1ccc(NC(=O)CCN2C(=O)c3ccccc3Sc3ncccc32)cc1 | -1 | -1 | 9 | 2 | -11 | -6 | 5 | -5 | -10
CCOc1ccc(S(=O)(=O)c2c[nH]c3ccccc3c2=O)cc1 | 6 | -1 | -4 | 0 | -1 | 1 | -17 | -19 | -2
CCN(CC)S(=O)(=O)c1ccc(C(=O)NC2=C(C(=O)OC)SCC2)cc1 | -8 | 2 | 12 | 13 | -2 | 2 | -15 | -2 | -2
O=C(Cn1cnc2c(nnn2-c2ccccc2)c1=O)NCC1CCCO1 (stereo not drawn) | -1 | 2 | 7 | -1 | 1 | 1 | -27 | 7 | 2
COC(=O)c1cc(C(=O)NCc2ccc3c(c2)OCO3)cc([N+](=O)[O-])c1 | 7 | 3 | -1 | 4 | 8 | -2 | -13 | 3 | 1
Cc1cc(C)cc(NC(=O)COC(=O)CCc2ccc(S(=O)(=O)N3CCOCC3)cc2)c1 | -6 | 2 | 14 | 4 | -7 | -4 | 2 | -2 | -11
CNc1nc(Sc2ccc(C)cc2)cc(C(F)(F)F)n1 | 1 | 3 | -15 | 16 | -2 | 1 | 5 | -13 | -8
CC1(C)CC(NS(=O)(=O)c2ccc(S(N)(=O)=O)cc2)CC(C)(C)N1 | 1 | 4 | 12 | x | 3 | 0 | x | -13 | 10
CCCCOc1ccc(C(=O)OCC(=O)N2CCCCCC2)cc1 | -2 | 0 | 16 | 5 | 3 | -1 | -3 | -20 | 8
CC(C)(C)c1cc(C(=O)O)n(Cc2ccc(Cl)cc2Cl)n1 | -4 | 1 | -5 | 2 | -2 | 1 | -15 | 11 | 5
COc1cccc(/C=C/c2n[nH]c(=O)c(C#N)c2C)c1 | -5 | 0 | 0 | 0 | -6 | -4 | 3 | 19 | 7
Cc1[nH]c(=O)[nH]c(=O)c1N1CCOCC1 | -5 | 2 | 6 | -4 | 0 | 1 | -3 | -18 | -5
CC(C)C(=O)N1CCC(Cc2ccccc2)CC1 | 6 | 0 | 24 | -2 | 3 | -1 | -6 | 13 | 0

Some of the entries so far, as tab-separated lines.
compound	UBC13 inh	SENP1 inh	SENP8 block-1	HKDC1 inhibitor	SENP7 block	beta cell repl	PfG6PD inh	SENP6 inh	SENP8 block-2
CC1(C)CC(NS(=O)(=O)c2ccc(S(N)(=O)=O)cc2)CC(C)(C)N1	1	4	12	x	3	0	x	-13	10
CCCCOc1ccc(C(=O)OCC(=O)N2CCCCCC2)cc1	-2	0	16	5	3	-1	-3	-20	8
CC(C)(C)c1cc(C(=O)O)n(Cc2ccc(Cl)cc2Cl)n1	-4	1	-5	2	-2	1	-15	11	5
COc1cccc(/C=C/c2n[nH]c(=O)c(C#N)c2C)c1	-5	0	0	0	-6	-4	3	19	7
Cc1[nH]c(=O)[nH]c(=O)c1N1CCOCC1	-5	2	6	-4	0	1	-3	-18	-5
